High-throughput results: PubChem, National Center for Advancing Translational Sciences (NCATS)
FH mod: Identification of activators of human fumarate hydratase by quantitative high-throughput screening; FH coupled MDH/diaphorase resazurin fluorescence, 15 min; Potency, µM (titrated, usually from 79.9 µM), for the others: at the highest dose activity change, negative = inhibition, actives largely listed as inhibitors; 54,000 tested, 0.22% active; note: the screen sought activators but most active calls are inhibition curves; nearly all actives have a fitted effect of over 45% in size
Target sequence (P07954 whole entry, looked up): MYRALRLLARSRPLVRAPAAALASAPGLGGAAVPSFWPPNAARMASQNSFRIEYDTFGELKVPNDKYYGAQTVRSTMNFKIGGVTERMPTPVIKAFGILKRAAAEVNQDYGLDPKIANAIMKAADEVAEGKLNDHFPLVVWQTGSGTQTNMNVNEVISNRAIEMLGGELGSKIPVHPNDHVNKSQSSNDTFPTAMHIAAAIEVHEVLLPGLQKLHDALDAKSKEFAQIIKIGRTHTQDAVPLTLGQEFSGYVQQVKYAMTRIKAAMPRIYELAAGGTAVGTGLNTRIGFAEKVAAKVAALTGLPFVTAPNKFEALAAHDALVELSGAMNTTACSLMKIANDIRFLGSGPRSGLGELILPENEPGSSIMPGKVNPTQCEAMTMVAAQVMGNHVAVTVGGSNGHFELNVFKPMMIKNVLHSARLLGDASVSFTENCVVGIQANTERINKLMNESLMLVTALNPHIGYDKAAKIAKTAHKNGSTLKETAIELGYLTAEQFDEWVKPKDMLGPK
p53null 32C kill: kills p53 null cells at the permissive temperature | H1299-neo p53 null cells, ATP luminescence, 24 h, 32C | 55,000 tested, 0.62% active | Potency, µM (highest dose often 46.1 µM), for inactives: top-dose activity change, negative = cytotoxicity, most hits filed as cytotoxic;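 note: 0% = DMSO only and -100% = full killing by 100 µM tamoxifen; nearly all actives have a fitted effect of over 55% in size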
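ATP-content luminescence in p53-null H1299-neo cells after 24 h compound exposure (up to 46 uM) at 32C permissive temperature; 0% and 100% killing set by DMSO and 100 uM tamoxifen; Hill-equation AC50.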
p53null 39C tox: p53 null cell cytotoxicity, nonpermissive temperature; H1299 p53-null (neo) cells, 39C, ATPlite viability, 24 h; 55,000 tested, 0.97% active; Potency, µM (series often up to 46.1 µM), for inactives: top-dose activity, negative = cell killing, actives largely listed as cytotoxic;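 note: 0% = DMSO only and -100% = full killing by 100 µM tamoxifen; nearly all actives have a fitted effect of over 50% in size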
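ATP-luminescence viability readout (ATPlite, 20 min RT) after 24 hr compound treatment at 39C of H1299-neo or H1299-p53A138V cells; titration up to 46 uM; normalized to DMSO and 100 uM tamoxifen; Hill-fit AC50.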
Active calls of the source: *; u = inconclusive; x = no result given; [ ] = dose if it differs, or a comment. Calls come from the whole dose curve; as a rule, active = well fitted curve in the direction sought with a large enough effect; inconclusive = small, poorly fitted or top-dose-only effect, or another doubt; inactive = no such curve, though single readings can be large; an effect the other way counts as inactive or inconclusive. Unless noted, % is set by controls: 0 for no effect and ±100 for the full control effect; potency is the fitted concentration of half-maximal effect.

SMILES	FH mod	p53null 32C kill	p53null 39C tox
CC(C)CNC(=S)NNC(=O)c1nn(C)cc1Cl	x	-5%	-4%
CSCCC(NC(=O)OCc1ccccc1)C(=O)O (stereo not given)	x	2%	14%
CCOc1ccc(C(=O)NC2CCN(C(=O)Nc3ccccc3OC)CC2)cc1	x	-8%	8%
O=C(O)C1C2C=CC(O2)C1C(=O)NCCC1=CCCCC1 (stereo not given)	x	9%	15%
O=C(c1cccnc1)N1CCN(C(=O)c2ccco2)CC1	x	3%	-1%
Cc1cc(F)c(F)c(C(=O)N2CCOCC2)c1Cl	x	5%	14%
COc1ccc(C(=O)N2CCCCC2)cc1S(=O)(=O)Nc1cccc(C(=O)O)c1	x	-9%	-16%
CCCCN(C)C(=O)C1CCC(=O)N(c2cc(OC)c(OC)c(OC)c2)C1c1ccc(OC)cc1 (stereo not given)	x	4%	6%
Cn1c(Cc2cccs2)nnc1SC/C=C/c1ccccc1	x	-7%	20%
COc1cccc(NC(=O)Cc2nnc(SCC(=O)c3ccccc3)n2C)c1	x	-9%	0%
CCC(C)(C(=O)NC1CCCC1)N(Cc1cccs1)C(C)=O (stereo not given)	x	0%	18%
Cn1c(=O)oc2cc(S(=O)(=O)NC3CCN(Cc4ccccc4)CC3)ccc21	x	-3%	6%
COc1ccc(/C=N/Nc2nonc2N)cc1OC	x	-10%	-28%
Cc1cc(NS(=O)(=O)c2ccc(NC(NC(=O)C(C(F)(F)F)C(F)(F)F)(C(F)(F)F)C(F)(F)F)cc2)no1	x	0%	1%
COc1ccc(C)cc1-n1nnnc1SCC(=O)NNC(=O)c1ccc([N+](=O)[O-])cc1	x	0%	0%
CCNc1nc(NC(C)C)nc(OCCOC(=O)Nc2ccccc2)n1	x	-2%	0%
N#CC1=C(N)Oc2c(ccc3cccnc23)C1c1cccnc1 (stereo not given)	x	-17%	-21%
CC(C)NC(=O)CN1C(=O)C(=O)c2ccccc21	x	-11%	-7%
Cc1ccc(Cn2nnc3c(=O)n(CC(=O)OCc4ccccc4)cnc32)cc1	x	-2%	1%
CC(C)N(Cc1nc(-c2ccccc2)no1)C(=O)CN1C(=O)c2ccccc2C1=O	x	1%	6%
CC(C)N1CC23C=CC(O2)C(C(=O)OCc2ccccc2)C3C1=O (stereo not given)	x	8%	6%
CSc1nnc2c(n1)OC=Nc1ccccc1-2	x	4%	-9%
O=C(Cn1cnc2c(nnn2Cc2ccccc2)c1=O)N1CCCc2ccccc21	x	2%	-3%
COc1cccc(NC(=S)N/N=C2/CCCCc3ccccc32)c1	x	3%	-4%
O=C(NCC(=O)N(Cc1cccs1)C(C(=O)NC1CCCCC1)c1ccco1)c1ccco1 (stereo not given)	x	9%	7%
CCOC(=O)N1CCN(CCC(=O)Nc2ccc(OC)cc2OC)CC1	x	3%	17%
CC(C)CCn1nnnc1C(C(C)C)N1CCC(C(N)=O)CC1 (stereo not given)	x	-5%	8%
CC1=C(C)/C(=N/OC(=O)c2cccc([N+](=O)[O-])c2)C=CC1=O	x	u	u
Cc1ccc(NC(=O)CC2SC(=O)N(c3ccccc3)C2=O)cc1 (stereo not given)	x	-3%	0%
COc1ccc2c(C)cc(SCn3nnc4ccccc4c3=O)nc2c1	x	-2%	12%
Cc1cc(C)n(-c2nc3c(c(=O)[nH]c(=O)n3C)n2CC(O)COc2ccc(Cl)cc2Cl)n1 (stereo not given)	x	4%	18%
CN1CCC2(CCN3CCc4c(oc5ccccc45)C3C2)N(C)C1=O (stereo not given)	-11%[53.3 µM]	x	x
OCC1O[C@H](O)C(Cl)C(O)C1O (stereo not given in full)	-10%[53.3 µM]	x	x
CN(C)C(N)=NCCC[C@H](N)C(=O)O	-13%[53.3 µM]	x	x
c1ccc2c(c1)CC(N1CCN(c3cccc4c3OCCO4)CC1)C2	-3%[53.3 µM]	x	x
O=c1[nH]c2cc(Cl)ccc2c(O)c1-c1ccc(Oc2ccccc2)cc1	-4%[53.3 µM]	x	x
Nc1ncnc2c1nc(Sc1ccc(Cl)cc1)n2[C@H]1OC2COP(=O)(O)O[C@@H]2C1O (stereo not given in full)	-14%[53.3 µM]	x	x
CCC(=O)N1CCN(C(=O)c2ccccc2)CC1	-20%[53.3 µM]	x	x
C[C@H](O)C(=O)C1=Nc2c(nc(N)[nH]c2=O)NC1	0%[53.3 µM]	x	x
NC(N)=NC(=O)c1nc(Cl)c(N2CCCCCC2)nc1N	-8%[53.3 µM]	x	x
CCCCCCCCCCCCCCCCCCN(CCCCCCCCCCCCCCCCCC)CCCN(CCO)CCO	-15%[53.3 µM]	x	x
O=c1cc(-c2ccccc2)oc2c(O)c(O)ccc12	16µM*	x	x
O=C(O)/C=C/c1cnc[nH]1	-14%[53.3 µM]	x	x
CN1C2CCC1CC(OC(c1ccccc1)c1ccccc1)C2 (stereo not given)	-19%[53.3 µM]	x	x
CCCCOc1cc(CC2CNC(=O)N2)ccc1OC (stereo not given)	-17%[53.3 µM]	x	x
CN(C)C(=O)/N=N/C(=O)N(C)C	-4%[53.3 µM]	x	x
CC(C)NCC(O)COc1ccc(CC(N)=O)cc1 (stereo not given)	-7%[53.3 µM]	x	x
N#C/C(=C\c1ccc(-c2cc(Cl)ccc2Cl)o1)C(=O)Nc1cccc2ncccc12	-13%[53.3 µM]	x	x
CC(C)NC[C@H](O)COc1cccc2[nH]ccc12	1%[53.3 µM]	x	x
N[C@H](CCCP(=O)(O)O)C(=O)O	-16%[53.3 µM]	x	x
O=C(O)c1cc2cc(F)ccc2[nH]1	-8%[53.3 µM]	x	x
CCCC(=O)NCCc1c2n(c3ccc(OC)cc13)CCCc1ccccc1-2	-15%[53.3 µM]	x	x
C=CCNc1ncnc2ccc(Br)cc12	-15%[53.3 µM]	x	x
Cc1cc(NC(=O)Nc2ccc3c(ccn3C)c2)sn1	-16%[53.3 µM]	x	x
CN[C@H](CC(=O)O)C(=O)O	-3%[53.3 µM]	x	x
CC(C)NC[C@H](O)COc1ccc(CC(N)=O)cc1	-5%[53.3 µM]	x	x
COc1cc(C(O)CO)ccc1O (stereo not given)	-25%[53.3 µM]	x	x
O=C(O)c1cc(=O)cc(C(=O)O)[nH]1	-2%[53.3 µM]	x	x
O=C(O)C1CCNCC1	-8%[53.3 µM]	x	x
N[C@H](C(=O)O)[C@H]1C[C@@H]1C(=O)O	-13%[53.3 µM]	x	x

Some of the entries above, reformatted.
CCCC(=O)NCCc1c2n(c3ccc(OC)cc13)CCCc1ccccc1-2
  FH mod: -15%[53.3 µM]
  p53null 32C kill: x
  p53null 39C tox: x
C=CCNc1ncnc2ccc(Br)cc12
  FH mod: -15%[53.3 µM]
  p53null 32C kill: x
  p53null 39C tox: x
Cc1cc(NC(=O)Nc2ccc3c(ccn3C)c2)sn1
  FH mod: -16%[53.3 µM]
  p53null 32C kill: x
  p53null 39C tox: x
CN[C@H](CC(=O)O)C(=O)O
  FH mod: -3%[53.3 µM]
  p53null 32C kill: x
  p53null 39C tox: x

(next part)
SMILES	FH mod	p53null 32C kill	p53null 39C tox
CCCN(CC1CC1)c1nc(C)nc(Nc2c(Cl)cc(Cl)cc2Cl)c1Cl	-19%[53.3 µM]	x	x
CCN1C(=O)C=CC1=O	-18%[53.3 µM]	x	x
CO[C@H]1O[C@@H]2O[C@]3(C)CC[C@@H]4[C@@H](C)CC[C@H]([C@H]1C)[C@]24OO3	-16%[53.3 µM]	x	x
Nc1nc(Cl)nc2c1ncn2[C@@H]1O[C@H](CO)C(O)[C@H]1O (stereo not given in full)	-7%[53.3 µM]	x	x
O=c1cc(O)cc(/C=C/c2ccc(O)c(O)c2)o1	u	x	x
CN(C)CCCc1cc(C(=O)Nc2ccc(-c3ccncc3)cc2)ccc1O	-16%[53.3 µM]	x	x
c1ccc(C(NCc2cccnc2)(c2ccccc2)c2ccccc2)cc1	u	x	x
OC1(c2ccc(Cl)cc2)CCN(Cc2c[nH]c3ccccc23)CC1	-12%[53.3 µM]	x	x
O=C(O)/C(=C/c1c(C(=O)O)[nH]c2cc(Cl)cc(Cl)c12)c1ccccc1	-21%[53.3 µM]	x	x
O=C(O)Cc1c[nH]c2ccc(O)cc12	-4%[53.3 µM]	x	x
NC(N)=NC(N)=Nc1cccc(Cl)c1	-6%[53.3 µM]	x	x
O=c1ccn([C@@H]2O[C@H](COP(=O)(O)OP(=O)(O)O)[C@@H](O)[C@H]2O)c(=O)[nH]1	-6%[53.3 µM]	x	x
Cn1c(=O)c2[nH]c(-c3ccc(S(=O)(=O)O)cc3)nc2n(C)c1=O	u	x	x
C=CC(N)CCC(=O)O (stereo not given)	-7%[53.3 µM]	x	x
C=C/C(C)=C/[C@@]1(C)SC(=O)C(C)=C1O	-18%[53.3 µM]	x	x
Oc1ccccc1O	u	x	x
CSc1ccccc1N1CCN(CCCCCC(=O)NC2CCCc3ccccc32)CC1 (stereo not given)	u	x	x
CC(N)=NCCCC[C@@H](N)C(=O)O	-11%[53.3 µM]	x	x
Nc1nc2c(nc(Br)n2C2OC3COP(=O)(O)O[C@@H]3C2O)c(=O)[nH]1 (stereo not given in full)	-15%[53.3 µM]	x	x
O=C(O)CC1CCCc2ccccc2C1O (stereo not given)	-15%[53.3 µM]	x	x

Among those listed so far, three contain a thiophene ring, fused or not.
SMILES	FH mod	p53null 32C kill	p53null 39C tox
Cn1c(Cc2cccs2)nnc1SC/C=C/c1ccccc1	x	-7%	20%
CCC(C)(C(=O)NC1CCCC1)N(Cc1cccs1)C(C)=O (stereo not given)	x	0%	18%
O=C(NCC(=O)N(Cc1cccs1)C(C(=O)NC1CCCCC1)c1ccco1)c1ccco1 (stereo not given)	x	9%	7%

(next part)
SMILES	FH mod	p53null 32C kill	p53null 39C tox
COc1ccc(C(=O)/C(Cc2cc(OC)c(OC)c(OC)c2)=C(\C(=O)O)c2ccc3c(c2)OCO3)cc1	-27%[53.3 µM]	x	x
CC(C)NC[C@@H](O)c1ccc(O)c(O)c1	-20%[53.3 µM]	x	x
O=C(O)c1cc(=O)c2c(Cl)cc(Cl)cc2[nH]1	u	x	x
Cc1nc(N=Nc2ccc(C(=O)O)cc2)c(COP(=O)(O)O)c(C=O)c1O	-15%[53.3 µM]	x	x
Nc1ncnc2c1ncn2[C@@H]1O[C@H](COP(=O)(O)OP(=O)(O)OP(=O)(O)OP(=O)(O)OC[C@@H]2O[C@H](n3cnc4c(N)ncnc43)[C@@H](O)C2O)C(O)[C@H]1O (stereo not given in full)	0%[53.3 µM]	x	x
CN1CCCC1CCOC(C)(c1ccccc1)c1ccc(Cl)cc1 (stereo not given)	-6%[53.3 µM]	x	x

Some of these compounds in order of heavy-atom count, falling.
SMILES	FH mod	p53null 32C kill	p53null 39C tox
COc1ccc(C(=O)/C(Cc2cc(OC)c(OC)c(OC)c2)=C(\C(=O)O)c2ccc3c(c2)OCO3)cc1	-27%[53.3 µM]	x	x
Cc1nc(N=Nc2ccc(C(=O)O)cc2)c(COP(=O)(O)O)c(C=O)c1O	-15%[53.3 µM]	x	x
O=C(O)c1cc(=O)c2c(Cl)cc(Cl)cc2[nH]1	u	x	x

These rows are one share of the data; the hit share may differ from the screen's.
